# MC4R ag barr: MC4R agonists recruiting beta-arrestin, primary screen, cell-based, luminescence, agonist arm of biased-ligand search. activation, % at 8.9 µM. U2OS MC4R beta-arrestin complementation; percent of melanotan II response, DMSO zero. Melanocortin receptor 4 (Homo sapiens), P32245. AID 540308, 2011. 360,000 tested, 0.98% active;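 active = activation above a per-plate cutoff, the mean activation of sample wells on that plate plus 3 SD, cut at about 8% in these data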
# Target sequence (P32245 whole entry, looked up): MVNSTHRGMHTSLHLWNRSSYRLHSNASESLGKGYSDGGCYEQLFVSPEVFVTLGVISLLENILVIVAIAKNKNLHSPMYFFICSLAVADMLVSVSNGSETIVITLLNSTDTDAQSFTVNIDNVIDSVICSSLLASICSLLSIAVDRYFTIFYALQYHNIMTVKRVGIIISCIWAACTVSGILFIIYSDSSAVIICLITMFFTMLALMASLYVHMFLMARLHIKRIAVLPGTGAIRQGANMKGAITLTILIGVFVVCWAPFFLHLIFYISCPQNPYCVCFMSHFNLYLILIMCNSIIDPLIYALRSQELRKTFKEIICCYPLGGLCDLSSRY
# NR2F2 inh: NR2F2 transcriptional activity inhibitors, primary screen, cell-based, luciferase reporter, HEK293T, luminescence; COUP transcription factor 2 (Homo sapiens), P24468; HEK293T NGFI-A luciferase reporter; inhibition, % at 8.6 µM; 370,000 tested, 0.7% active; AID 686940, 2013;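 active = inhibition above a per-plate cutoff, mean inhibition of test wells between control levels plus 3 SD, cut at about 38% in these data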;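 note: cells cotransfected with COUP-TFII expression vector driving the NGFI-A reporter; 0% = median of COUP-TF2 test wells and 100% = reporter-only cells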
# NCOA3 inh: SRC3 coactivator transcriptional activity inhibitors, primary screen, cell-based, luminescence; Nuclear receptor coactivator 3 (Homo sapiens), Q9Y6Q9; HEK293 GAL4-SRC3 luciferase reporter; inhibition, % at 3.6 µM; 360,000 tested, 0.17% active;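 active = inhibition above a per-campaign cutoff, the mean of all compounds plus 3 SD, cut at about 60% in these data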;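 note: 0% = DMSO-treated cells and 100% = gossypol-treated cells at 36 µM; higher means less SRC3-driven luciferase light from the GAL4 reporter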
# NOD2 RIPK2 PPI: NOD2-RIPK2 binding disruptors in cells, primary screen, fluorescence, CHO cells, BLA complementation | inhibition, % at 4.98 µM | CCF4 ratio | 360,000 tested, 0.38% active; in the data active = inhibition above about 21%;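 note: 0% = vehicle only and 100% = reference blocker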
# ABHD5-PLIN5 inh: ABHD5-PLIN5 interaction inhibitors, primary screen, cell lysate, split luciferase complementation, luminescence; Split G. princeps luciferase complementation, 4 h; inhibition, % at 4 µM; 360,000 tested, 0.78% active; AID 602281, 2012;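 active = inhibition above the mean inhibition across every tested compound plus 3 SD, cut at about 22% in these data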;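 note: 0% = DMSO only wells and the 100% control is not disclosed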
# TLR9-MyD88 inh: inhibitors of TLR9-MyD88 association in cells, primary screen, cell-based, CHO, BLA complementation, fluorescence | Toll-like receptor 9 (Homo sapiens) + Myeloid differentiation primary response protein … | CCF4 FRET ratio | inhibition, % at 4.98 µM | 340,000 tested, 0.21% active;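 active = inhibition above the mean over all tested compounds plus 3 SD, cut at about 21% in these data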;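 note: 0% = DMSO only wells and 100% = clavulanate BLA inhibitor control wells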
# SRC2 inh: inhibition of GAL4-SRC2 driven luciferase reporter, primary screen, SRC2 inhibitor project, cell-based, luminescence. HEK293 GAL4-SRC2 luciferase reporter. inhibition, % at 9 µM. Nuclear receptor coactivator 2 (Homo sapiens), Q15596. 370,000 tested, 0.17% active;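 active = inhibition above the mean inhibition of all tested compounds plus 3 SD, set per campaign, cut at about 52% in these data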;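 note: 0% = DMSO treated cells and 100% = cells given Gossypol at 36 µM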
# NCOA1 inh: SRC1 coactivator transcriptional activity inhibitors, primary screen, cell-based, luminescence; HEK293 GAL4-SRC1 luciferase reporter; inhibition, % at 3.6 µM; 360,000 tested, 0.12% active;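 active = inhibition above the campaign mean plus 3 SD, with each screening campaign given its own cutoff, cut at about 60% in these data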;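 note: 0% = DMSO treated cells and 100% = gossypol at 36 µM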
# EBV LMP1 NFkB: EBV LMP1-driven NF-kappaB luciferase reporter inhibitors, primary screen, cell-based, luminescence, single point; LMP1-induced NF-kappaB luciferase reporter cells; inhibition, % at 12.5 µM; 350,000 tested, 0.69% active; AID 504558, 2011; in the data active = inhibition above about 41%;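 note: 0% = neutral control wells and 100% = reference inhibitor control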
# MC4R antag cAMP: MC4R antagonists of cAMP signaling, primary screen, cell-based, TR-FRET, antagonist arm of biased-ligand search. MC4R-expressing cells, MTII-stimulated cAMP, LANCE TR-FRET. 360,000 tested, 0.48% active. inhibition, % at 6.5 µM. Melanocortin receptor 4 (Homo sapiens), P32245. AID 540295, 2011;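 active = inhibition above its plate's cutoff, the mean of tested wells on that plate plus 3 SD, cut at about 29% in these data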;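 note: 0% = Melanotan II alone and 100% = Melanotan II plus saturating MCL0020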
#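 system = U2OS cells with stable human MC4R expression | also added = Melanotan II challenge after compound preincubation | dosing = one concentration, 6.5 µM nominal | incubation = compound 30 min, challenge 1 h, detection 1 h | measured by = TR-FRET with Eu-cAMP and labeled anti-cAMP, 671 nm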
# NR5A2 inv ag: LRH-1 (NR5A2) inverse agonists, primary screen, cell-based, luminescence, HEK293T, StAR-luciferase reporter; inhibition, % at 3.6 µM; Nuclear receptor subfamily 5 group A member 2 (Homo sapiens), O00482; LRH-1 transfected, 24 h; 360,000 tested, 0.13% active; AID 602396, 2012;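 active = inhibition above the mean inhibition of all tested compounds plus 3 SD, cut at about 73% in these data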;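 note: 0% = DMSO wells and 100% = reporter-only cells lacking LRH-1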
# Target sequence (O00482 whole entry, looked up): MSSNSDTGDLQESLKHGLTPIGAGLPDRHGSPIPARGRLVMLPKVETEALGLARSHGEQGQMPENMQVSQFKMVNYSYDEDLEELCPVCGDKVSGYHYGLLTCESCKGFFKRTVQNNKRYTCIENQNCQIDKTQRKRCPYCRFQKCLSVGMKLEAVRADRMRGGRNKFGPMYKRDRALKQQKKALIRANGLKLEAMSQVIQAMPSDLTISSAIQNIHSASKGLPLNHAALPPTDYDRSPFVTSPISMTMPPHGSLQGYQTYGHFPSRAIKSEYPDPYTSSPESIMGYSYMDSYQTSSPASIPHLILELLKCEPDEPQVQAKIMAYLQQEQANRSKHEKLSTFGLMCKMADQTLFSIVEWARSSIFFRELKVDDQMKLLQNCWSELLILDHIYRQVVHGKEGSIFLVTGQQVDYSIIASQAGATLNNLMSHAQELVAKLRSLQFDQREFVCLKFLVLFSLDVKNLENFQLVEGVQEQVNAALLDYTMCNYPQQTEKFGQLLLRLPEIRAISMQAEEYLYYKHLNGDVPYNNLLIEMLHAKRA
# Numbers without * were called inactive; / = no result given; & = joins results of further samples. The list is partial (hit frequency here may not be typical).
TLR9-MyD88 inh	NR2F2 inh	MC4R ag barr	ABHD5-PLIN5 inh	EBV LMP1 NFkB	NR5A2 inv ag	NCOA3 inh	NOD2 RIPK2 PPI	MC4R antag cAMP	NCOA1 inh	SRC2 inh	SMILES
-6	14	-1.1	1	4	-3	5	6	6	14	-4	O=C1N(Cc2cccnc2)C[C@@H]2C[C@@H](c3cccc(Oc4ccccc4)c3)N3CCC[C@@]123
0	-4	-0.3	-7	-4	4	16	-2	4	6	14	O=C(CCN1C(=O)c2ccccc2C1=O)Nc1ccccc1C(F)(F)F
/	-8	-1.3	4	2	6	20	-9	11	20	7	Cc1cc(NN)nc(NS(=O)(=O)c2ccccc2)n1
-4	-1	-1.1	4	-5	-6	-2	4	7	5	-7	COC(=O)C1=C(C)Nc2ncnn2C1c1ccc(C)o1 (stereo unspecified)
3	7	-1.2	4	4	4	9	0	10	-25	6	Cc1cccc(OCC(=O)N/N=C/c2cccn2C)c1
-8	-56	-0.9	0	-2	-45	-67	4	1	-46	-32	CN(C=O)c1ccc(CSc2ccccc2)cc1
4	-7	0.5	-2	5	10	15	-6	0	1	5	COc1ccc(O)c(C=Nc2cc(NC(C)=O)c(Cl)cc2Cl)c1
8	-3	0.7	2	-5	-17	1	-4	10	2	4	NC(=O)COc1ccc(S(=O)(=O)N2CCCC2)cc1
-12	11	-5.2	3	3	7	12	0	-1	9	11	CCOC(=O)C1(Cc2cccc(OC)c2)CCN(Cc2ccc(OC)c(OC)c2)CC1
-1	-19	0.5	3	-13	32	20	4	-7	7	-35	CCc1cc(=O)oc2cc(OCC(=O)NCCCn3ccnc3)c(Cl)cc12
-4	12	-2.4	-2	-8	-1	-8	-4	-5	6	7	COc1ccc(CCNC(=O)C2CCCN2C(=O)Nc2ccc(C)cc2)cc1OC (stereo unspecified)
3	7	-0.2	-4	4	-1	-10	2	-4	-16	-17	Cc1ccccc1C(=O)NC1CCN(CC(=O)NCc2ccccc2)CC1
-2	7	1.2	-2	-17	14	-8	-5	3	0	-14	CN(C)/C=C1\C(=O)Nc2ccccc21
28*	/	-2.4	80*	10	31	-1	85*	33*	2	/	COc1ccc(C(=O)/C(=C\c2ccco2)N2C=CC=CC2=C(C#N)C#N)cc1
0	-62	8.3*	2	-41	-167	-59	8	-1	-110	-31	CCOc1ccc(C(=O)Nc2ccc(Cl)cn2)cc1Cl
-16	-5	-4.2	-4	1	-6	13	5	6	10	3	CCNC(=O)NC(=O)C(C)OC(=O)CNS(=O)(=O)c1c(Cl)cc(Br)cc1Cl (stereo unspecified)
1	1	-1.6	-1	-3	21	2	-2	6	-2	22	CCOc1cc(/C=C2/C(=N)N3C(=NC2=O)SN=C3S(=O)(=O)C(C)C)ccc1OC(=O)c1ccco1
0	20	-2.7	3	-14	15	12	-2	-8	10	0	CN(C)CCNC(=O)Cc1ccc([N+](=O)[O-])cc1
5	10	-1.7	-1	-15	-3	-24	-8	4	4	-5	COc1ccc(-c2csc(NC(=O)c3ccccc3OC)c2C(=O)O)cc1OC
4	0	-2.4	-1	0	4	5	-4	1	-12	10	Nc1nc(SCC(=O)NCc2ccccc2)n[nH]1
-3	14	1.2	0	3	-13	13	0	-1	11	-18	COc1ccc(NS(=O)(=O)c2ccc(Cl)c(NC(=O)c3ccccc3F)c2)cc1
0	11	-0.1	-2	-46	2	3	4	-9	-7	-2	Cc1ccc(-c2cc(C(F)F)nc(NCc3cccnc3)n2)cc1
0	-2	-1.2	0	-5	-7	10	-1	23	3	16	Cc1cccc(C)c1NC1=NCCCCC1
10	6	0.9	-6	-2	2	2	9	12	11	2	Cc1c(NC(=S)N/N=C/c2ccc(N(C)C)cc2)c(=O)n(-c2ccccc2)n1C
0	-14	-1.5	-3	-1	-1	13	-2	0	0	-29	CC(=O)NN1C(=O)/C(=C\c2ccccc2)SC1=S
-9	-37	0.6	3	-2	-77	-99	-4	-2	-85	-83	CCc1ccc(C(=O)Nn2cnc3ccccc3c2=O)cc1
/	-5	-0.1	-2	/	15	5	-7	-3	9	-3	C[C@H](NC(=O)OC(C)(C)C)C(=O)N/N=C/c1ccc2nccnc2c1
-7	-7	2.3	0	-3	11	7	0	6	13	-7	O=C(O)c1ccc(CNc2ccccc2C(=O)O)cc1
-8	3	0.3	6	-13	-6	-2	-7	-1	6	-8	CN(C(=O)CSc1nnc(C(F)(F)F)n1C)c1c(N)n(Cc2ccccc2)c(=O)[nH]c1=O
/	18	0.6	1	/	-3	-4	-6	6	6	-10	CC1(C(=O)NS(=O)(=O)c2ccc(Br)cc2)CCN1C(=O)CCC1CCCC1 (stereo unspecified)

# Whole records, looked up by structure. Order of screens: TLR9-MyD88 inh, NR2F2 inh, MC4R ag barr, ABHD5-PLIN5 inh, EBV LMP1 NFkB, NR5A2 inv ag, NCOA3 inh, NOD2 RIPK2 PPI, MC4R antag cAMP, NCOA1 inh, SRC2 inh
# NC(=O)COc1ccc(S(=O)(=O)N2CCCC2)cc1 is listed with 8, -3, 0.7, 2, -5, -17, 1, -4, 10, 2, 4
# COc1ccc(C(=O)/C(=C\c2ccco2)N2C=CC=CC2=C(C#N)C#N)cc1 is listed with 28*, /, -2.4, 80*, 10, 31, -1, 85*, 33*, 2, /

# The list goes on:
TLR9-MyD88 inh	NR2F2 inh	MC4R ag barr	ABHD5-PLIN5 inh	EBV LMP1 NFkB	NR5A2 inv ag	NCOA3 inh	NOD2 RIPK2 PPI	MC4R antag cAMP	NCOA1 inh	SRC2 inh	SMILES
-11	4	-1.7	-5	-5	15	26	-8	-1	12	-15	CCOc1ccc(N(CC(=O)Nc2ccccc2C(=O)N2CCOCC2)S(=O)(=O)c2ccc(F)cc2)cc1
6	-32	1.2	-3	-42	-118	-72	7	3	-95	-31	O=C(Nc1ccc2oc(-c3ccccc3)nc2c1)c1cccs1
7	-8	-0.5	8	6	-19	-10	-5	5	-22	-46	O=C(CC(c1ccco1)S(=O)(=O)c1ccccc1)c1ccccc1 (stereo unspecified)
-2	4	-0.8	-3	6	6	-9	11	2	-27	-13	COc1ccc(NC(=O)CN2CCN(Cc3ccccc3)CC2)cc1
-7	2	-0.7	2	0	17	-1	2	-2	25	-4	COc1ccccc1CNC(=O)Cn1nnnc1CN(C)C(C)C
-9	18	-0.1	3	-10	8	-17	-12	5	-1	24	COC(=O)[C@H](CCSC)NC(=O)NCc1ccccn1
3	0	-3.0	2	2	7	-7	10	3	18	-19	C=CCN(c1nc(C)cc(OC)n1)S(=O)(=O)c1ccccc1
-2	3	-0.8	-3	-4	9	18	8	1	-5	27	O=C(COC(=O)c1ccc(O)cc1)Nc1ccccc1-c1ccccc1
0	-6	1.4	2	-3	-6	-1	-6	1	1	15	COc1ccc(S(=O)(=O)NC2CC(C)(C)NC(C)(C)C2)cc1C(C)C
6	-4	0.3	1	15	17	13	-11	9	3	-35	Cc1nc2nc(C)c(CCC(=O)Nc3ccc4c(c3)OCO4)c(C)n2n1
-3&1	-22&17	-0.9&-0.8	-5&-10	4&1	5&-33	-4&-4	0&-17	0&-16	-11&-14	10&-15	CCN(CC)CCNC(=O)c1ccc(NC(C)=O)cc1
-1	28	-0.4	-2	22	9	19	10	11	-6	11	CCOC(=O)c1c(-c2ccccc2)csc1NC(=O)CSc1nnc(C)s1
-2	10	2.0	-9	2	2	-3	4	8	-24	0	Cc1ccc(CCn2c3c(c4ccccc42)CN(C)CC3)cn1
-2	-14	1.8	5	-3	7	-6	-3	7	10	10	CC(C)C[C@@H](CN1CCCC1CN1C(=S)NC[C@@H]1Cc1ccc(O)cc1)N1C[C@H](Cc2ccccc2)N(CCc2ccccc2)C1=S (stereo partly specified)
/	-1	/	-3	/	5	1	4	/	8	8	COc1cc2oc(=O)cc(CN3CCCCCCC3)c2cc1Cl
-11	9	-0.7	1	1	-11	-11	-8	9	-20	-10	CCc1c(O)nc(SCC(=O)Nc2ccc(Cl)cc2)n(-c2ccccc2)c1=O
2	14	-0.8	-1	-4	17	13	5	-8	3	1	CC(Nc1cc(N2CCCC2)ccc1[N+](=O)[O-])c1ccccc1 (stereo unspecified)
-2	11	-2.0	6	-10	11	12	1	1	2	-7	COc1ccccc1NCC(=O)NNC(C)C(=O)Nc1cccc(Cl)c1 (stereo unspecified)
-2	9	-2.4	-2	-1	5	7	-9	-3	5	-15	COc1cccc(COC(=O)C2CCN(S(=O)(=O)c3ccc(C)cc3C)CC2)c1OC
-5	7	-1.1	-6	-2	4	10	-6	5	0	-15	CC(C)[C@H](Nc1nc(-c2ccccc2)nc2c1oc1ccccc12)C(=O)O
-6	/	-3.4	-2	2	-6	14	1	-1	-2	/	Cn1c(=O)c2c(nc(N3CCNCC3)n2Cc2cccc3ccccc23)n(C)c1=O
-4	-5	0.7	-2	-11	10	11	-14	-7	-2	-39	Cc1ccc(OCC(=O)N/N=C/c2ccccc2)c([N+](=O)[O-])c1
-9	9	-0.5	6	-15	-40	-36	-2	8	-35	-12	O=C(Nc1ccccn1)c1ccc(S(=O)(=O)N2CCCC2)cc1
-2	-16	-3.5	0	-17	-24	-49	-1	0	-11	-20	O=C(/C=C/c1cccc([N+](=O)[O-])c1)Nc1ccccn1
-2	-4	-1.6	1	3	-3	0	-8	16	-8	-17	CCOC(=O)c1ccc(N=C2SC(C(=O)NC)CC(=O)N2CCc2ccccc2)cc1 (stereo unspecified)
/	10	-0.2	-10	-4	-2	-26	-2	9	3	14	CC(Sc1nc(-c2ccccc2)cc(C(F)(F)F)n1)C(=O)O (stereo unspecified)
-2	18	-0.3	13	-5	13	18	-3	2	14	1	CC(C)CN(C(=O)CSc1nncn1C)C1CCS(=O)(=O)C1 (stereo unspecified)
/	-9	-0.5	1	/	20	-10	-1	-1	-5	18	OC[C@@H]1CN(Cc2ccccc2)C[C@H](n2cnc3c(NCc4ccco4)ncnc32)O1
0	10	-1.4	-7	6	0	0	3	-2	7	-12	CCOC(=O)c1c(C(=O)OCC)c(C)n(CCc2ccc(OC)c(OC)c2)c1C
-1	-14	0.7	11	-11	36	1	0	8	-1	3	CC(Sc1nc2cc([N+](=O)[O-])ccc2n1-c1ccc(F)cc1)C(=O)NCc1ccc2c(c1)OCO2 (stereo unspecified)
0	-6	-1.3	-3	0	9	4	-21	21	-7	-7	N#Cc1ccccc1NC(=O)COc1c(Br)cc(Br)c2cccnc12
